# Source: PubChem BioAssay (several laboratories)
# SDO1 yeast rescue – growth rescue of sdo1-depleted yeast, primary screen, S. cerevisiae, bone marrow failure model | z-score at 10 µM | hit rate 0.21% among 140,000 | S. cerevisiae sdo1-depleted JHY4D growth rescue, OD600 30 h; hits give high values; pdr5 snq2 efflux-pump mutant strain | AID 817, 2007;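 active = z-score above 3 at both the 24 hr and the 30 hr optical density reads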;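 also: z-score against mean and SD of all compound wells on the same plate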
# Insulin prom inh – inhibitors of insulin promoter-driven GFP, primary screen, imaging, TRM-6 cells (human fetal islet line), eGFP reporter, cell count; reporter expression induced with tamoxifen; inhibition, % at 2 µM; hit rate 0.9% among 130,000;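 active = inhibition above the mean plus 3 SD, with well images judged a real hit on visual review, cut at about 60% in these data, passing the limit was not always enough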
# SDO1 yeast rescue Rescue 24 h – recorded beside SDO1 yeast rescue, whose call it bears; z-score; S. cerevisiae sdo1-depleted JHY4D growth rescue, OD600; measured here: growth rescue at 24 h;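 0 is the plate mean of compound wells and units are plate SD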
# An asterisk follows results filed as active; . = no result given; & = joins results of further samples; [ ] = another dose, or the depositor's remark. An excerpt (hit frequency here may not be typical).
# Order of values: SDO1 yeast rescue	SDO1 yeast rescue Rescue 24 h	Insulin prom inh
CCNc1oc(COc2ccccc2F)nc1C#N
  -0.62	-0.73	-23
CNc1cc(C(F)(F)F)nc(-c2ccccn2)n1
  0.86	0.82	29
C=CCN(CC(=O)Nc1c(C)cccc1CC)C(=O)SCCC
  -0.29	0.14	-41
COC(=O)Cc1c(O)ccn(Cc2ccc3c(c2)OCO3)c1=O
  .	.	-15
COCCN(CC(=O)NCC1CCCO1)C(=O)CCC(=O)Nc1cc(C)ccn1 (stereo unspecified)
  0.41	0.25	-47
CCOc1cccc(Oc2ccc(C(F)(F)F)cn2)c1
  0.44	-0.38	-35
Cc1cc(C(F)F)n2nc(C(=O)Nc3cccc(C(F)(F)F)c3)nc2n1
  -0.31	-0.73	54
CCOC(=O)C(CSCC(=O)c1ccc(Br)cc1)NC(=O)OC(C)(C)C (stereo unspecified)
  -0.73	-0.72	-14
O=C(CCS(=O)(=O)Cc1ccccc1)N1CCc2ccccc2C1
  -1.1	-1.6	42
C[C@@H](C(=O)Nc1ccc2ccccc2c1)[C@H]1C[C@]1(C)[C@H](NC(=O)OCc1ccccc1)c1ccccc1
  -0.21	-0.29	-64
Cc1ncc([N+](=O)[O-])n1Cc1cccc(F)c1
  .	.	-27
CN(C(=S)NC(=O)C1(C)CC1(Cl)Cl)c1ccccc1 (stereo unspecified)
  0.49	0.45	25
Cn1cc(Br)c(C(=O)N2CCc3ccccc32)n1
  1	0.62	0
C=CCn1c(SCC(=O)Nc2ccccc2OC)nnc1-c1ccco1
  -0.54	-1.1	-35
CC1CCN(c2nc3c(c(=O)[nH]c(=O)n3C)n2CCSc2nc3ccccc3o2)CC1
  0.57	0.72	25
COCCNC(=O)CN(C(=O)CCC(=O)Nc1cc(C)on1)c1ccccc1C
  0.75	1.2	33
O=C(CSc1nc2scc(-c3ccccc3)c2c(=O)[nH]1)N1CCCCC1
  .	.	14
CN(C)S(=O)(=O)c1ccc(C(=O)Nc2ccccc2F)cc1
  0.73	0.93	-7
CCOC(=O)N1CCN(C(=O)CSc2nc(-c3cccc(C)c3)ns2)CC1
  -0.22	0.16	43
COc1ccc(CN(C(=O)c2cc3ccccc3oc2=O)C2CCCCC2)cc1OC
  -0.72	0.15	46
COc1cc(/C=C(/NC(=O)c2ccccc2Cl)C(=O)O)cc(OC)c1OC
  0.04	0.35	-33
COc1ccc(N2CCN(CCNS(=O)(=O)c3cccc4nsnc34)CC2)cc1
  -0.1	-0.56	.
COc1ccc(NC(=O)CC(C)c2ccccc2)c([N+](=O)[O-])c1 (stereo unspecified)
  0.35	0.28	-443
Cc1ccc(/C=C/C(=O)c2ccc(N3CCOCC3)cc2)s1
  .	.	-19
CS(=O)(=O)N1CCc2cc(S(=O)(=O)N3CCCCC3)ccc21
  .	.	55
CC(=O)Nc1ccc(S(=O)(=O)NC(=O)C23CC4CC(CC(C4)C2)C3)cc1
  1.7	2.2	.
CC(=O)c1cccc(NC(=O)Cc2cccs2)c1
  0.01	-0.6	30
O=C(NCc1ccncc1)C1COc2ccccc2O1 (stereo unspecified)
  0.15	-0.4	-20
CC1=CCC(C(=O)N/N=C/c2cccs2)C(c2ccc(F)cc2)C1 (stereo unspecified)
  -1.8	-1.1	37
CCOc1ccc(NC2=NC(C)(C)N=C(N)N2)cc1
  -0.13	-0.41	.

# (more compounds)
# Order of values: SDO1 yeast rescue	SDO1 yeast rescue Rescue 24 h	Insulin prom inh
CCC(=O)c1cc2c(cc1NC(=O)C(C)C)OCCO2
  0.1	0.37	.
COc1ccc(C(CNC(=O)c2cccnc2SC)N2CCOCC2)cc1 (stereo unspecified)
  0.22	0.98	.
CCS(=O)(=O)N1Cc2ccccc2CC1C(=O)OCC(=O)Nc1ccc(C)cc1 (stereo unspecified)
  0.22	0.29	-7
O=C(Nc1nnc(C(F)(F)F)s1)c1ccc(N2C(=O)C3C4C=CC(C4)C3C2=O)cc1 (stereo unspecified)
  1	1.2	29
CC1=C(C(N)=O)C(c2ccc3c(c2)OCO3)n2nc(-c3cccc(C)c3)nc2N1 (stereo unspecified)
  0.08[6.4 µM]	-0.62	22
Cc1csc(NC(=O)c2cc3c(s2)-c2ccccc2OC3)n1
  -0.17	0.86	.
Nc1cnccc1C(=O)O
  .	.	-20
COc1ccc(-n2c(=O)c3ccccc3n(CC(=O)c3ccccc3)c2=O)cc1OC
  .	.	-25
COc1cc(Cl)cc(NC(=O)CCN2CCN(C)CC2)c1
  0.17	-0.01	0
C=CCC(C(=O)OC)(C(=O)OC)c1ccc(C(F)(F)F)cc1[N+](=O)[O-]
  .	.	-50
CCCOc1ccc(NC(=O)C2CC(=O)N/C(=N/N=C(C)/C=C/c3ccc(N(C)C)cc3)S2)cc1 (stereo unspecified)
  0.42	1.2	-62
Cn1cc(Br)c(C(=O)NNC(=O)c2ccc(Br)cc2)n1
  -0.57	-1.4	-41
Cc1ccc2cc(C#N)c(N3CCCN(S(=O)(=O)c4ccccc4)CC3)nc2c1C
  .	.	12
O=C(Nc1cccc2nsnc12)c1ccc(F)cc1
  0.89	1.5	13
CN(Cc1nc2ccccc2c(=O)[nH]1)CC(O)COCc1ccco1 (stereo unspecified)
  0.4	-0.2	.
COCCN(C(=S)Nc1ccc(C)cc1C)C(C)c1ccco1 (stereo unspecified)
  .	.	0
Fc1ccc(Cn2nnc(-c3ccc(CN4CCOCC4)cc3)n2)cc1
  -1.8	-0.67	-25
CCOC(=O)C(NCc1ccc(F)cc1)(NC(=O)c1ccccc1)C(F)(F)F (stereo unspecified)
  -0.31	0.23	0
Clc1ccc2c(c1)-c1nnc(Br)n1-c1ccccc1S2
  -1	-0.86	-233
CC1CN(CC(O)COc2ccc(C(=O)c3ccccc3)cc2)CC(C)O1 (stereo unspecified)
  1.1	0.59	.
CCN(CC)S(=O)(=O)c1cc(C(=O)NC2CCCCC2)ccc1C
  -0.36	-0.47	-19
NC(=O)C1C(c2ccccc2)=C1c1ccccc1
  0.04	-0.19	.
O=C(CCNC(=O)c1ccc(Br)cc1)Nc1nccs1
  .	.	44
COc1ccc2c(c1)CC/C(=C\c1ccc(OC)c(Cn3cccn3)c1)C2=O
  -2.1	-1.7	-23
CCn1c(-c2cc3ccccc3cc2O)n[nH]c1=S
  1.8	2.1	-33
O=C(C1CCCCC1)N(Cc1nc2sc3c(c2c(=O)[nH]1)CCCC3)Cc1cccs1
  -0.88	-0.75	36
CC(=O)Nc1ccc(NC(=O)C2CCCN2/C=C/C(=O)C(F)(F)F)cc1 (stereo unspecified)
  .	.	18
CC(C)(C)NC(=O)CSc1ccc(C(C)(C)C)cc1
  -0.19	-1	17
C/C(=N\n1nnnc1Nc1ccccc1)c1ccc(N)cc1
  -0.02	-0.8	-29
O=C(CN1CCN(c2ccc(Cl)cc2)CC1)N1CCCC1
  -0.23	-0.99	-24

# Single values from the entries so far:
# Result of `CC(=O)Nc1ccc(NC(=O)C2CCCN2/C=C/C(=O)C(F)(F)F)cc1` (stereo unspecified) in Insulin prom inh: 18
# Result of `COc1cc(Cl)cc(NC(=O)CCN2CCN(C)CC2)c1` in Insulin prom inh: 0

# Continuation:
# Order of values: SDO1 yeast rescue	SDO1 yeast rescue Rescue 24 h	Insulin prom inh
Fc1ccc(CN2CCN3CCCC3C2C2CCCCC2)cc1F (stereo unspecified)
  0.51	0.4	-59
O=C(NCC(c1cccs1)N1CCOCC1)c1ccccc1NS(=O)(=O)c1ccc(Cl)cc1 (stereo unspecified)
  -0.23	0.16	.
O=C(OCc1nc2ccccc2s1)c1cnccn1
  0.38	0.85	.
COc1ccc(OC)c(Nc2nc(-c3sc(C)nc3C)cs2)c1
  -2.3	-1.5	-31
O=C(O)C1CCCN1S(=O)(=O)c1cc(Cl)ccc1Cl (stereo unspecified)
  0.95	0.55	7
COc1cccc(-c2nc(CS(=O)CC(=O)NCc3ccccc3)c(C)o2)c1 (stereo unspecified)
  -0.54	-0.69	.
CN(C(=O)c1cccc(N2C(=O)C3CC=CCC3C2=O)c1)C1CCCCC1 (stereo unspecified)
  0.54[7.4 µM]	-0.49	.
CC(=O)Oc1cc2oc(=O)c3c(c2cc1Cl)CCC3
  -0.59	-0.79	.
Cc1ccc(N(CC(=O)N/N=C/c2ccc(OC3CSC3)cc2)S(=O)(=O)c2ccccc2)cc1
  -0.02	0.25	.
O=C(Oc1ccc(-c2cnc3ccccc3n2)cc1)c1ccc(Br)o1
  0.13	1.3	-7
CCOC(=O)c1oc2ccccc2c1NC(=O)COc1cccc(OC)c1
  0.81	3.4	9
CCn1c(=N)n(CC(O)c2ccco2)c2ccccc21 (stereo unspecified)
  -0.11	-1	62
Cc1ccc(S(=O)(=O)Nc2ccc(C(N)=O)cc2)cc1[N+](=O)[O-]
  .	.	-173
O=C(NCc1ccco1)c1cccn2c(=O)c3c4c(sc3nc12)CCCC4
  -1.5	-0.24	-23
CC(=NC(C)C)C1=C(O)CCC1=O
  0.33	0.48	43
N#CC1=C(N)Oc2cc3ccccc3cc2C1c1cccs1 (stereo unspecified)
  -1.2	0.08	-35
COc1ccc(C(NC(=O)C(C)C)c2c(O)ccc3ccccc23)cc1OC (stereo unspecified)
  0.48	0.33	.
Cc1c(NC(=O)CSc2ccccc2Cl)c(=O)n(-c2ccccc2)n1C
  .	.	-52
Cc1cc(=O)oc(C)c1C(=O)NCc1c(F)cc(F)cc1F
  0.11	-0.23	-136
CC(CNC(=O)CC(C)(C)C)NC(=O)CC(C)(C)C (stereo unspecified)
  2	2.4	-10
O=C(CSc1nnc(Cc2ccccc2)n1Cc1ccco1)NC12CC3CC(CC(C3)C1)C2
  -1.2	-1.3	14
CCCCOc1ccc(CSC2=NCCN2)cc1[N+](=O)[O-]
  0.92	0.26	6
O=C(CSc1ncn(-c2ccccc2)n1)Nc1nc(-c2ccccc2)cs1
  -1.5	-0.01	-11
Cc1ccc(NC(=O)CSc2n[nH]c(C)c2[N+](=O)[O-])cc1
  1.5	1.7	-28
CCOC(=O)c1cnn(CCOC(=O)c2ccccc2)c1NC(=O)c1ccccc1
  0.48	0.12	-88
Cn1c(=O)c2c([nH]c(=O)n2C)n(C)c1=O
  0	-0.44	-174
Cc1cc(S(=O)(=O)N2CCN(c3c(C)cccc3C)CC2)ccc1F
  -1.6	-0.41	16
CC(C)Cc1ccc(C(C)C(=O)OCC(=O)c2c[nH]c3ccccc23)cc1 (stereo unspecified)
  -1.4	2.4	15
COC(=O)CSc1nnc(-c2ccccc2OC)o1
  0	-0.4	-90
Cc1ccc(C)c(-n2nnnc2Sc2nnnn2-c2ccccc2)c1
  -1.1[12 µM]	1.7	.

# The listing continues.
# Order of values: SDO1 yeast rescue	SDO1 yeast rescue Rescue 24 h	Insulin prom inh
CC1(N2CCOCC2)CC2(O)C(=[N+]1[O-])CCc1nonc12 (stereo unspecified)
  0.41	0.64	.
Cn1nc(C(=O)Nc2nc3ccccc3[nH]2)ccc1=O
  .	.	36
COc1ccccc1OCCCOc1ccc([N+](=O)[O-])cc1Cl
  -1.2&-0.78	-1.2&-1.4	.
CCO/N=C(\C)c1c(O)cc(C(C)C)n(-c2ccccc2)c1=O
  0.12	-0.02	3
CC1CCCC(C)N1C(=O)Cn1cc(/C=C2/C(=O)Nc3ccccc32)c2ccccc21 (stereo unspecified)
  -1.3	-1.3	11
O=C(NCCOc1ccccc1)c1cc2ccccc2o1
  0.04	-0.08	40
CCCN1C(=O)c2ccccc2NC1c1ccc(OC)c(CSc2ccccn2)c1 (stereo unspecified)
  -0.97	-0.68	39
COc1ccc(S(=O)(=O)NCCc2csc(C)n2)cc1C
  0.45	-0.5	-7
COc1ccccc1C(CCN(Cc1cccs1)C(C)=O)c1ccco1 (stereo unspecified)
  -0.6	-0.19	13
CCC(=O)NCCc1nc2ccccc2[nH]1
  0.48	0.49	-11
CCOc1ccc(C(=O)C[n+]2ccccc2C)cc1
  1.1	0.98	.
CC1=Nc2ccc(C)c3nc(C)cc(c23)N1c1ccc(C)cc1
  1.2	0.92	.
CCOc1ccc(NC(=S)N2CCc3cc(OC)c(OC)cc3C2COc2ccc3c(C)cc(=O)oc3c2)cc1 (stereo unspecified)
  0.8	1.7	.
CCOc1ccc2c(c1)n([O-])c1c([n+]2=O)CCCC1
  1.4	1.8	.
CCCCNC(=O)C(=O)N/N=C/c1ccc(OCC(=O)Nc2cccc(OC)c2)c(OC)c1
  1.3	3.1	-52
COc1ccc(CCn2c(C)cc(C(=O)CSc3nc(N)cc(=O)[nH]3)c2C)cc1
  0.61	-0.6	28
O=C1CC(c2ccc3c(c2)OCO3)Sc2nc3ccccc3n21 (stereo unspecified)
  -0.39	-0.33	.
CCOC(=O)C1CCN(S(=O)(=O)c2ccc(C)cc2)CC1
  0.17	1.4	14

# 5 compounds drawn at random from those above:
# Order of values: SDO1 yeast rescue	SDO1 yeast rescue Rescue 24 h	Insulin prom inh
CCOc1ccc2c(c1)n([O-])c1c([n+]2=O)CCCC1
  1.4	1.8	.
CC1=Nc2ccc(C)c3nc(C)cc(c23)N1c1ccc(C)cc1
  1.2	0.92	.
CCOc1ccc(NC(=S)N2CCc3cc(OC)c(OC)cc3C2COc2ccc3c(C)cc(=O)oc3c2)cc1 (stereo unspecified)
  0.8	1.7	.
COc1ccc(S(=O)(=O)NCCc2csc(C)n2)cc1C
  0.45	-0.5	-7
O=C(NCCOc1ccccc1)c1cc2ccccc2o1
  0.04	-0.08	40
